Compound activity as filed in PubChem.
MEP2-GFP yeast: yeast TOR pathway MEP2-GFP modulation; S. cerevisiae MEP2-GFP strain, flow cytometry GFP, 3 h; 100% = DMSO control level; GFP response vs DMSO, % at 10 µM; 0.51% of 330,000 active;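 active = GFP response versus DMSO above a set limit, roughly screen mean plus 3 SD, cut at about 180% in these data; inconclusive = fewer than 70 cells counted for a yeast strain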;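 also: median GFP fluorescence of the barcode-gated MEP2-GFP cells per well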
AHR activator: human AHR activation | activation, % at 5 µM | AHR-responsive luciferase reporter cells, luminescence | P35869 | 2.5% of 320,000 active | AID 2796; in the data active = activation above about 47%;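 also: 0% = vehicle wells and 100% = reference agonist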
Target sequence (P35869 whole entry, looked up): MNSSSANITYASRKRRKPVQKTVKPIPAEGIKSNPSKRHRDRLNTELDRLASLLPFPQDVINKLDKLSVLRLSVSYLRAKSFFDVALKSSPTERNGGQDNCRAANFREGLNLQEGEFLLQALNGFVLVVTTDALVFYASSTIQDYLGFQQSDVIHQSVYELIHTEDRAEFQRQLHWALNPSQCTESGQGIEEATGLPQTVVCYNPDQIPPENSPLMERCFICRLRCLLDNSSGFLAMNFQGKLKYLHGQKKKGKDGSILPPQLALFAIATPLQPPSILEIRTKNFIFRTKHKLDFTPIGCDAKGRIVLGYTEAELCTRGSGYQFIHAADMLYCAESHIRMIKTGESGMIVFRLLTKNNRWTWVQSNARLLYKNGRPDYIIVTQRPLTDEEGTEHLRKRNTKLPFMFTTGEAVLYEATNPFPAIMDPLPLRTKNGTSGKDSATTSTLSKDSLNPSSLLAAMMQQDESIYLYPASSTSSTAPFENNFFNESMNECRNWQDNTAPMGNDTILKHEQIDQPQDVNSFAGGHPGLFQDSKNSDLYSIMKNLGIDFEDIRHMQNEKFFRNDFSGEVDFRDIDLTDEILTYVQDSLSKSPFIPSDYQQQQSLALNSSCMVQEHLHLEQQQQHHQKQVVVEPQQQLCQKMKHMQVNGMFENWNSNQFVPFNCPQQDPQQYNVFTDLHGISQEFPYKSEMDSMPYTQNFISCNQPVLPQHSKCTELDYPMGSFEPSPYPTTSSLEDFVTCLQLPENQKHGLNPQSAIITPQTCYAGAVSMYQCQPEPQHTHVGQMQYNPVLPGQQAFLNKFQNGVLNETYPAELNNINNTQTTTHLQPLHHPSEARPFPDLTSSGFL
LAP4 TOR yeast: yeast TOR pathway LAP4-GFP modulation; S. cerevisiae LAP4-GFP multiplex, flow cytometry GFP, 3 h; median GFP as percent of DMSO wells; GFP response vs DMSO, % at 10 µM; 0.34% of 320,000 active;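 active = GFP response vs DMSO above a set limit, about the screen mean plus 3 SD, cut at about 150% in these data; inconclusive = under 70 cell events counted for the yeast strain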
Efflux pump inh: blocks antifungal efflux pumps in multiplex yeast assay; S. cerevisiae Candida pump triplex, Nile Red efflux; 0.44% of 330,000 active; inhibition, % at 10 µM;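 active = plate passing quality check with inhibition over a set limit, or well fluorescence over plate mean plus 4 SD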;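 also: Nile Red retained in pooled yeast measured as flow cytometry median fluorescence; 0% = buffer negative control and 100% = Enniatin B positive control; higher means more Nile Red kept so more efflux inhibition; some compounds called inactive have numbers as strong as hits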
AGP1 TOR yeast: alters AGP1-GFP fluorescence in TOR pathway yeast screen | S. cerevisiae AGP1-GFP multiplex flow cytometry, 3 h; GFP as percent of DMSO wells | GFP response vs DMSO, % at 10 µM | 0.02% of 320,000 active | AID 2066;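 active = GFP response relative to DMSO above a set limit, near screen average plus 3 SD, cut at about 150% in these data; inconclusive = fewer than 70 cells counted for the yeast strain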;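 also: median GFP channel fluorescence of the gated AGP1 strain per well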
Yeast superoxide: caloric restriction mimetics inhibiting age-related superoxide in yeast. S. cerevisiae aged cells, superoxide DHE fluorescence; hits give low values. AID 2690. 0.18% of 330,000 active. superoxide response (% of plate mean), % at 10 µM;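 active = superoxide response under a set limit, about three screen SD below normal, cut at about 65% in these data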;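 also: yeast aged for seven days with compound at 30 °C before DHE staining; 100% = average MFI of all compound-treated wells on the plate with controls excluded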
CIT2 TOR yeast: modulators of TOR pathway CIT2-GFP in S. cerevisiae; AID 2029; 0.065% of 320,000 active; GFP response vs DMSO, % at 10 µM; S. cerevisiae CIT2-GFP strain, flow cytometry, 3 h; 100 means same as DMSO wells;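 active = GFP response relative to DMSO above a set limit, near the screen mean plus 3 SD, cut at about 150% in these data; inconclusive = Fewer than 70 cells measured for a yeast strain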;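 also: ratio of well median GFP fluorescence to mean of DMSO wells on the plate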
RPL19A-GFP yeast: yeast TOR pathway RPL19A-GFP modulation; 0.3% of 330,000 active; S. cerevisiae RPL19A-GFP strain, flow cytometry, 3 h; hits give low values; percent response vs DMSO, % at 10 µM; AID 2025;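 active = percent response vs DMSO below 50%; inconclusive = fewer than 70 events counted for the yeast strain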;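 also: median channel GFP fluorescence of the barcoded RPL19A-GFP strain; ratio of sample median GFP to plate DMSO average so 100% = DMSO; lower means less RPL19A-GFP as with rapamycin TOR inhibition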
The depositor's hits bear a star; u = inconclusive; x = no result given; [ ] = remark or other dose.

SMILES	MEP2-GFP yeast	AHR activator	LAP4 TOR yeast	Efflux pump inh	AGP1 TOR yeast	Yeast superoxide	CIT2 TOR yeast	RPL19A-GFP yeast
CC1=C(C)CC(C(=O)N2CCN(Cc3ccccc3)CC2)C(C(=O)O)C1 (stereo not drawn)	99	0	99	0.0	107	90	110	102
Cc1ccc(NC(=O)C2CCCN(c3ncccn3)C2)cc1C (stereo not drawn)	93	8	115	0.0	101	87	95	95
COc1cc(/C=C2/SC(N)=NC2=O)ccc1Oc1ccc([N+](=O)[O-])cc1[N+](=O)[O-]	104	-2	91	-0.2	116	104	120	112
Cc1cccc(-c2nc3c(c(SCC(=O)N4CCOCC4)n2)COC(C)(C)C3)c1	88	-5	83	0.1	79	99	89	86
COc1ccc(C(=O)N/C(=C\c2cn(C)c3ccccc23)C(=O)NCCCn2ccnc2)cc1	181*[may fluoresce violet]	-1	91[may fluoresce violet]	0.0	u	100	u	61[may fluoresce violet]
CC(=O)n1cc(N(C(=O)CCl)c2ccc(C)cc2)c2ccccc21	105	4	125	0.0	126	91	90	96
O=C(CN1C(=O)NC2(CCCCC2)C1=O)Nc1cc(C(F)(F)F)ccc1N1CCCCC1	91	1	102	0.2	99	103	92	94
COc1ccc(C(=O)/C(=C/N(C)C)S(=O)(=O)c2ccccc2)cc1	96	11	97	0.0	100	101	107	97
COc1cc(C)c(S(=O)(=O)Nc2ccccc2F)cc1C	94	4	93	0.0	103	105	102	95
CC1CCN(S(=O)(=O)c2ccc3[nH]c(=O)[nH]c3c2)CC1	103	-3	98	-0.1	101	95	106	104
CN1c2ccccc2N(C)C1(C)c1cccc2ccccc12	103	2	105	-0.4	99	103	97	102
C(=N/n1c2ccccc2c2ccccc21)/c1ccco1	98	51*	112	-0.1	102	93	95	98
COCCn1c(SCC(=O)NCc2ccccc2)nnc1-c1ccco1	104	-1	96	0.1	103	113	101	100
Cc1cc(=O)oc2cc(OC(=O)c3nn(C(C)C)c(=O)c4ccccc34)ccc12	102	-2	100	-0.1	102	102	95	98
Cc1cnc(C(=O)OCC(=O)N2CCc3ccccc32)cn1	94	10	97	0.8	102	79	98	101
Cc1ccc2oc(=O)c(/C=C(\O)c3ccco3)nc2c1	98	7	x	0.1	x	95	x	98
O=c1c2cccc3c2c(nn1-c1ccccc1)-c1ccccc1-3	97	35	95	0.2	90	96	91	97
CC(=O)Nc1cccc(C(=O)Nc2cccc(S(=O)(=O)NCc3ccco3)c2)c1	101	2	111	0.2	107	89	96	101
CC(C)N1CC(C(=O)Nc2ccc(F)c(Cl)c2)CC1=O (stereo not drawn)	107	-1	95	0.1	101	92	98	106
CSc1ccccc1C(=O)NCC(c1ccco1)N(C)C (stereo not drawn)	108	0	108	0.0	100	100	103	103
CC(=O)O[C@H]1CC[C@@]2(C)C(=CC[C@H]3[C@@H]4CC[C@H](C(C)=O)[C@@]4(C)CC[C@@H]32)C1	105	-3	112	0.0	96	99	83	110
CN(C)CCOC(=O)c1ccc(COc2ccccc2Br)o1	110	2	103	0.1	98	100	98	104
COC(=O)[C@@H](NC(=O)NCc1cccs1)C(C)C	97	0	94	-0.3	96	82	92	99
COCCCN1C(=O)c2ccc(C(=O)Nc3cccc(OC)c3)cc2C1=O	102	2	103	0.0	107	86	98	98
S=C(NCCc1ccccc1)N1CCCCC1	95	3	111	0.1	92	101	93	95
Cc1nc(CNS(=O)(=O)c2cccs2)cs1	98	0	92	0.1	99	105	97	100
CN(C)c1cccc2c(S(=O)(=O)N3CCOCC3)cccc12	84	8	77	-0.1	x	102	96	93
C[C@H](NS(=O)(=O)c1ccc(Cl)cc1)C(=O)OCC(=O)NC(=O)Nc1ccc2c(c1)OCCO2	124	16	112	-0.1	112	118	119	111
CC(=O)c1ccc(OCC(=O)N(C2CCCCC2)C2CCS(=O)(=O)C2)cc1 (stereo not drawn)	89	-1	97	0.0	98	88	90	90
CCS(=O)(=O)N1Cc2ccccc2CC1C(=O)Nc1ccc(C)cc1 (stereo not drawn)	101	-4	103	-0.1	103	97	101	98
Cc1nc(-c2cccnc2)sc1C(N)=O	109	0	104	-0.1	111	128	110	110
COc1cccc(OCCn2ccnc2)c1	95	7	97	0.2	96	98	92	90
O=C1CC(c2ccco2)CC(O)=C1C=NCC1NCCc2ccccc21 (stereo not drawn)	110	25	102	-0.1	108	107	94	104
C[C@@H]1CC[C@H]2C(=O)N3[C@@H](CC[C@@H](C)[C@@H]3c3ccc(Br)cc3)C(=O)N2[C@H]1c1ccc(Br)cc1	89	1	123	-0.1	87	87	85	94
CCn1nc(NC(=O)CC(C)C)c2cc3ccc(C)cc3nc21	94	41	108	-0.1	90	126	87	85
Cc1ccccc1S(=O)(=O)/N=C(/Nc1nc2ccccc2s1)c1ccccc1	102	33	101	0.1	103	106	91	102
CC(=O)c1ccc(Sc2ccccc2)c([N+](=O)[O-])c1	117	0	x	0.0	x	105	x	108
COc1ccc(F)cc1C(=O)C1CCCN(Cc2cccn2-c2cccnc2)C1 (stereo not drawn)	106	52*	92	0.0	103	93	105	113
O=C(CCCOc1ccc(Cl)cc1Cl)Nc1ncccn1	101	1	103	0.0	98	102	96	100
CC(=O)c1sc(NC(=O)c2cc3c(C)nn(-c4ccccc4)c3s2)nc1C	103	1	103	-0.1	106	91	101	103
Cc1nnc2ccc(-c3ccc(NS(=O)(=O)c4ccc(F)cc4F)cc3)nn12	97	5	106	-0.2	105	106	94	94
Cc1nc(SCC(=O)NC2CCCC2)[nH]c(=O)c1C	103	-1	91	-0.2	102	99	106	102
CCn1c(-c2cccc(Cl)c2)n[nH]c1=S	101	-2	100	0.0	89	105	92	95
CCc1ccc(C(C)NC(=O)c2cccs2)cc1 (stereo not drawn)	101	-1	108	0.0	106	95	91	101
CCn1nc(C)c(C(=O)Nc2cc(Oc3ccc(Cl)cc3)cc([N+](=O)[O-])c2)c1C	104	2	104	0.2	96	101	92	96
COc1ccc(S(=O)(=O)N2CCCC(C(=O)NCCN3CCOCC3)C2)cc1C (stereo not drawn)	106	1	86	0.1	97	103	102	105
Cc1ccc(-n2nc(C)c(C(=O)N3CCN(C(=O)c4ccco4)CC3)c2-n2cccc2)cc1	89	1	90	0.2	94	101	96	93
Cc1ccc(/C=C2\SC(N3CCCCC3)=NC2=O)cc1	107	71*	101	-0.1	96	88	101	108
O=C(CC(c1ccccc1)c1ccccc1O)N1CCCC1 (stereo not drawn)	91	1	90	0.1	86	101	85	88
COc1ccc(-c2cn3ccccc3n2)cc1[N+](=O)[O-]	101	2	93	-0.1	101	96	102	104

Additional compounds follow.
SMILES	MEP2-GFP yeast	AHR activator	LAP4 TOR yeast	Efflux pump inh	AGP1 TOR yeast	Yeast superoxide	CIT2 TOR yeast	RPL19A-GFP yeast
O=C(CSc1nnc(-c2cccs2)o1)Nc1cccc(S(=O)(=O)N2CCCCC2)c1	100	11	101	-0.1	103	86	86	100
Cc1ccc(NC(=O)C(C)N2CCN(C)CC2)cc1S(=O)(=O)N1CCOCC1 (stereo not drawn)	87	2	92	0.3	91	109	93	91
O=C(NN=C(Cc1ccccc1)Cc1ccccc1)C1CC1	100	21	99	0.0	102	91	103	105
CC12CC3(C)CC(C)(C1)CC(C(=O)NCC(=O)O)(C2)C3	97	1	92	0.0	92	104	83	91
CC1=N/C(=C\c2ccc([N+](=O)[O-])cc2)C(=O)N1c1ccc(Br)c(C)c1	95	6	99	0.1	93	93	93	93
O=C(COc1ccccc1)NC(=S)Nc1cccc(NC(=O)c2ccccc2Cl)c1	100	0	101	-0.2	107	79	105	107
Cc1c(NC(=O)CN2CCCC(C)C2)ccc2nsnc12 (stereo not drawn)	94	1	101	0.1	104	94	105	98
COC(=O)CC1=Nc2ccccc2NC(=O)C1	95	-2	89	-0.2	99	98	x	96
CC(=O)c1ccc(N(C(=O)CNC(=O)c2cccs2)C(C(=O)NCC2CCCO2)c2ccccc2)cc1 (stereo not drawn)	91	0	100	-0.3	97	88	93	95
COc1ccc(NC(=O)c2cc(-c3ccccc3)on2)cc1	110	-7	98	0.0	104	104	105	108
Cc1cc(/C=N/NC(N)=S)c(C)n1-c1ccc(Cl)cc1	102	38	100	0.2	98	105	102	105
CCOC(=O)C1(CCc2ccccc2)CCN(C(=O)Cc2nonc2C)CC1	97	2	97	0.0	98	99	92	99
Cn1nnc2ccccc2c1=O	106	-3	95	0.0	106	90	111	108
CCC1Nc2ncnc(N3CCN(c4ccccc4)CC3)c2N(Cc2ccc(OC)cc2)C1=O (stereo not drawn)	95	2	127	0.2	84	105	90	98
O=C(Nc1c(-c2ccccc2)nc2ccccn12)c1ccco1	96	-1	97	0.0	104	69	101	98
Cn1nc(C(=O)NCC2CCCO2)c2ccccc2c1=O (stereo not drawn)	102	1	102	-0.3	102	94	111	101
Cc1cc(NC(=O)CC(C)C)c(=O)n(Cc2c(F)cccc2Cl)c1	110	0	96	-0.1	97	103	100	102
COc1ccc(C(=O)Nc2cccc(C(=O)NCc3ccco3)c2)cc1	106	11	108	0.0	108	87	106	95
O=S(=O)(Nc1ccc(S(=O)(=O)Nc2nccs2)cc1)c1ccc(Br)cc1	93	0	95	-0.1	97	92	94	97
COc1cc(NC(=O)CN2C(=O)COc3ccc(S(=O)(=O)N4CCOCC4)cc32)cc(OC)c1	99	6	101	0.1	102	78	102	103
CC(C)Cc1ccccc1O	94	-5	106	0.0	85	109	95	97
COc1ccc(C(=O)/C=C/c2ccc(OC)c(COc3ccccc3F)c2)cc1	99	0	89	0.8	101	91	103	100
COc1ccc(C)cc1NC(=O)n1ncc2cc(Cl)ccc21	92	56*	99	4.8	101	104	98	107
Cc1ccc2nc(CCc3nc4ccc(C)cc4o3)oc2c1	105	-1	106	0.0	103	105	96	102
COc1cc2ccccc2cc1C(=O)NC(=S)Nc1ccc(C(=O)O)cc1	104	52*	70	-0.1	94	86	91	109
Cc1ccc(-n2c(CCC(=O)O)ccc2-c2cccs2)cc1	108	5	114	0.0	98	110	97	97
O=C(Nc1cc(C(F)(F)F)ccc1N1CCOCC1)C1=NN(c2ccccc2)C(=O)CC1	95	-1	104	-0.3	97	93	99	98
COc1cccc(C(=O)Nc2ccccc2-c2ccccc2)c1	93	-2	93	0.3	86	115	78	90
Cc1cc(C2C(C#N)=C(N)Oc3n[nH]c(C)c32)c(C)s1 (stereo not drawn)	101	-1	103	0.1	107	78	88	98
COc1ccc(S(=O)(=O)Cc2ccc(C(=O)N3CCN(c4cc(Cl)ccc4C)CC3)o2)cc1	113	0	103	0.3	93	114	91	94
CC(C)C(=O)NNC(=O)CSc1nnnn1C(C)C	101	1	98	-0.1	101	94	100	100
COc1c(C)cc(C(=O)C2CCCN(C(=O)c3cc(C4CC4)[nH]n3)C2)cc1C (stereo not drawn)	101	7	91	0.3	101	87	96	103
NC(=O)C1CCN(C(=O)CCC(=O)N2CCOc3ccc(Cl)cc32)CC1	94	1	105	-0.1	96	99	105	94
CCN(CC)CC(C)OC(=O)COc1ccc(OC)cc1 (stereo not drawn)	108	0	91	-0.1	104	102	x	104

Among those listed so far, 2 contain a CF3 group:
SMILES	MEP2-GFP yeast	AHR activator	LAP4 TOR yeast	Efflux pump inh	AGP1 TOR yeast	Yeast superoxide	CIT2 TOR yeast	RPL19A-GFP yeast
O=C(CN1C(=O)NC2(CCCCC2)C1=O)Nc1cc(C(F)(F)F)ccc1N1CCCCC1	91	1	102	0.2	99	103	92	94
O=C(Nc1cc(C(F)(F)F)ccc1N1CCOCC1)C1=NN(c2ccccc2)C(=O)CC1	95	-1	104	-0.3	97	93	99	98
